# Compound activity (PubChem BioAssay)
# BAP1 block: inhibitors of BAP1 deubiquitinase, primary screen, biochemical, Ub-AMC fluorescence, kinetic; Ubiquitin carboxyl-terminal hydrolase BAP1 (Homo sapiens), Q92560; recombinant BAP1, Ub-AMC hydrolysis fluorescence kinetic; hits give low values; activity remaining (% of control), % at 20 µM; 0.48% of 72,000 active;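 active means activity remaining at or below 50% of control, provided the compound also passes the data quality filters; inactive means the rest, including low values that fail the filters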;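 further: 100% = DMSO wells rate and 0% = substrate alone blank rate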
# Target sequence (Q92560 whole entry, looked up): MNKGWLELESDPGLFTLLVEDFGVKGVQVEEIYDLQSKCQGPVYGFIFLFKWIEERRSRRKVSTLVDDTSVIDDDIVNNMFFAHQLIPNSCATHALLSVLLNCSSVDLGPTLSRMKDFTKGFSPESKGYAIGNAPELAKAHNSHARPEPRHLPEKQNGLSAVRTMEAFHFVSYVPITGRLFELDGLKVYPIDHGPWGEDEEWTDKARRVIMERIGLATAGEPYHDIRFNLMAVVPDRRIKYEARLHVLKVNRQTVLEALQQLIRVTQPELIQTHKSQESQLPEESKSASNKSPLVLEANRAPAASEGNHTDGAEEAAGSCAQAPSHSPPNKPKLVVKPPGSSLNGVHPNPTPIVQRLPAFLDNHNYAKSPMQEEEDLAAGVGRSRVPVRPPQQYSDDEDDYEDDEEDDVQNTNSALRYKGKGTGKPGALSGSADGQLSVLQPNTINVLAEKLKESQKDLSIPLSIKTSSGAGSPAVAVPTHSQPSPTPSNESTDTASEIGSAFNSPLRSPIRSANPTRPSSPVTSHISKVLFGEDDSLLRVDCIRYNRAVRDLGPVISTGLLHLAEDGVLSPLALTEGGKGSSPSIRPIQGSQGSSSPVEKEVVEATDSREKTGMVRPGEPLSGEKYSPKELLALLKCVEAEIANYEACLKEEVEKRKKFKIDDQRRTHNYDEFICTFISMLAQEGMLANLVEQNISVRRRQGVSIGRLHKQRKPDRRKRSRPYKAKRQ
# HePTP inhibitor: inhibitors of human HePTP phosphatase, primary screen, biochemical, absorbance, leukemia target; inhibition, % at 20 µM; 0.64% of 110,000 active; recombinant HePTP phosphatase activity, OD absorbance; in the data active means inhibition above about 50%;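 further: plate controls were vehicle for no effect and reference inhibitor for full effect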
# Target sequence (P35236 whole entry, looked up): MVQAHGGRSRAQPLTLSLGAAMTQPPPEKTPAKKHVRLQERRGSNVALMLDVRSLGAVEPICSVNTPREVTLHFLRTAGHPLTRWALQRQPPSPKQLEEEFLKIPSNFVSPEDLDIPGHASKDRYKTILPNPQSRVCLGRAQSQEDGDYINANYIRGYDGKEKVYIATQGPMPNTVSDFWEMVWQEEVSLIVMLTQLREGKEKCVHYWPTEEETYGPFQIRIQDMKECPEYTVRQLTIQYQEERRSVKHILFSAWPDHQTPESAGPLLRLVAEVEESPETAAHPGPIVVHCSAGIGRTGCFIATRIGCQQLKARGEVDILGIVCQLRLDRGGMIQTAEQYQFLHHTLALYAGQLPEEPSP
# * marks the source's active call; other numbers are inactive results; nt = no result given; & = joins results of further samples.
SMILES,BAP1 block,HePTP inhibitor
O=C1C=C/C(=N\S(=O)(=O)c2cc(Cl)ccc2Cl)C=C1Cl,nt,5
O=S(=O)(NC1CCCC1)c1ccc(Br)s1,70,2
CN(Cc1ccccc1)C(=O)c1cc2n(n1)C(C(F)(F)F)CC(c1ccc(Cl)cc1)N2 (stereo not given),88,nt
O=C(COc1cccc(-n2cnnn2)c1)NCCC1=CCCCC1,128,3
COc1ccc2c(c1C)CCC/C2=N\OC(=O)c1ccc([N+](=O)[O-])cc1,nt,6
CC1CCN(CCOCCOc2ccccc2Br)CC1,nt,-1
Cc1cc(Oc2ccccc2)nc(-c2ccccc2O)n1,97,4
O=C1C(Cl)=C(Nc2ccccc2)C(=O)N1c1ccc(Br)cc1,nt,-7
O=S(=O)(c1ccc(Br)s1)N1CCN(c2ccccn2)CC1,120,12
COc1ccc(CCNC(=O)C(=O)Nc2ccc(Cl)c(Cl)c2)cc1,nt,7
CCN(CC)C(=O)N1c2ccccc2CC(N(CC)CC)c2ccccc21 (stereo not given),96,-8
COc1ccccc1OCC(=O)NC(C)C(=O)O (stereo not given),nt,3
COc1ccc(N2CCN(c3cc(C)c4ccc(O)cc4n3)CC2)cc1,72,8
O=C(O)c1ccc(S(=O)(=O)c2ccc3c(c2)C(=O)N(c2ccc(Sc4ccc([N+](=O)[O-])cc4)cc2)C3=O)cc1,nt,18
O=c1c2c(nc3n1CCCS3)-c1ccccc1CC21CCCC1,94,nt
CCS(=O)(=O)N1CCCC(c2nc(-c3cccc(OC)c3)no2)C1 (stereo not given),82,-8
CCOc1cc(C(=O)Nc2ccccc2N2CCN(S(C)(=O)=O)CC2)cc(OCC)c1OCC,74,5
CCC(=O)Nc1ccc(N2CCOCC2)cc1,nt,-22
O=C(CSc1n[nH]c(-c2ccccc2)n1)NC(=O)NCc1ccco1,81,14
Cc1ccc(-n2ncnc2-c2ccccc2Cl)cc1Cl,nt,8
O=C(NC1(C(F)(F)F)N=C2SCCN2C1=O)c1ccco1 (stereo not given),90,8
Cc1cccc(NC(=O)CCN2C(=O)c3ccccc3C2=O)n1,130,6
Cc1cc(NC(=O)CN2CCN(Cc3ccccc3)CC2)nc2c1c(=O)oc1ccccc12,90,-5
COCCCNC(=O)c1ccccc1Oc1ccccc1,91,3
CC1CN(C(=O)CCn2c(=O)oc3ccccc32)CC(C)O1 (stereo not given),102,10
CCN(CCCNC(=O)C1CCN(S(=O)(=O)N2CCOCC2)CC1)c1cccc(C)c1,103,4
FC(F)(F)c1cc(-c2ccco2)nc(NCc2cccs2)n1,nt,3
Cn1c(C(=O)NCc2cccnc2)cc2sccc21,103,0
CCCCN(CCCNC(=O)C1CCN(S(=O)(=O)N2CCOCC2)CC1)c1ccccc1,104,-6
COc1cc(-c2ccccc2)nc(N)n1,nt,1&6
COC(=O)c1ccc(-c2csc(NC(=O)c3ccc(S(=O)(=O)N4CCOCC4)cc3)n2)cc1,204,nt
CC1=C(C(=O)Nc2ccccc2)C(c2ccco2)C(C#N)=C(SCc2ccccc2)N1 (stereo not given),54,-8
CSCC[C@@H](C(=O)O)N1Cc2ccccc2C1=O,80,11
COc1cccc(OCCOc2ccc(/C=N/n3cnnc3)cc2OC)c1,nt,1
Cc1cc(N2CCCCC2)n2ncc(-c3ccccc3)c2n1,nt,12
O=C(Nn1c(C2CC2)nc2ccccc2c1=O)c1ccco1,97,8
N/C(=N/OC(=O)c1cccc([N+](=O)[O-])c1)c1nonc1N,nt,-1
Cc1noc(C)c1COC(=O)Cn1c(C)nc2ccccc21,98,8
O=CN1N=C(c2ccccc2)CC1(O)C(F)(F)F (stereo not given),nt,4
O=C(c1ccc(F)cc1)N1CCC(O)(c2cccnc2)CC1,99,4
Cc1ccc(NC(=O)c2c(NC(=O)c3ccc(C)cc3)sc3c2CCC3)cc1,nt,-7
O=C(CCN1C(=O)C2C3C=CC(C3)C2C1=O)Nc1ccccn1 (stereo not given),144,3
COc1ccc(N2CCN(C(=O)CN(c3ccc(Br)cc3)S(C)(=O)=O)CC2)cc1,nt,1
O=C(CCn1c(=O)oc2ccccc21)NC1=NCCS1,108,nt
COc1ccc(NC(C)c2cc(Cl)ccc2O)cc1 (stereo not given),97,4
O=C(Cc1ccccc1)Nc1ccc2oc(-c3ccc(Cl)cc3Cl)nc2c1,nt,5
CCN(CCCNC(=O)CC(C(=O)N1CCc2ccccc21)n1ccnc1)c1cccc(C)c1 (stereo not given),107,2
O=C(c1ccccc1)c1nc2ccccc2[nH]c1=O,116,4
Cn1c(=O)n(CC(=O)Nc2ccc(F)cc2)c2ccccc21,127,4
c1cncc(-c2nc(-c3cccs3)cs2)c1,nt,15
COc1ccc(-c2csc(NC(C)=O)c2C(=O)O)cc1,nt,-2
Cc1ccc(C2NC(=O)c3ccccc3N2)s1 (stereo not given),124,8
O=C(c1ccc(F)cc1)N1CCN(C(=O)c2ccco2)CC1,92,nt
O=S(=O)(Nc1ccc(O)cc1)c1ccc(F)cc1,nt,1
CCOC(=O)C1=C(O)/C(=C/c2ccc(O)c(OCC)c2)SC1=Nc1ccc([N+](=O)[O-])cc1,nt,-4
Cc1cc(=O)oc2c(C=Nc3c(C)n(C)n(-c4ccccc4)c3=O)c(O)ccc12,nt,8
CCN(CC)CCN1C(=O)C(O)=C(C(=O)/C=C/c2ccccc2)C1c1cccc([N+](=O)[O-])c1 (stereo not given),nt,2
COc1ccc(CCNC(=O)Cn2nnc(-c3ccc(N4CCOCC4)cc3)n2)cc1OC,100,6
CCOC(=O)COn1c(SCC(=O)OCC)nc2ccccc2c1=O,nt,-2
CCCCOc1c([N+](=O)[O-])cc([N+](=O)[O-])c2nsnc12,nt,11
# Further compounds follow.
SMILES,BAP1 block,HePTP inhibitor
COc1ccc(CNC(=O)/C=C/c2ccccc2)cc1,nt,7
CCC(C)(C(=O)NC1CCCC1)N(C(=O)c1cnccn1)c1ccccc1 (stereo not given),96,5
N/C(Cc1ccc(Cl)cc1)=N\OC(=O)CCc1ccccc1,nt,4
COC(=O)CNc1cccc(C(=O)O)c1,nt,3
CN(C)CCNC(=O)Cn1nc(C(F)F)cc1C1CC1,102,8
CC(Cc1ccc(O)c(O)c1)C(C)Cc1ccc(O)c(O)c1 (stereo not given),nt,-9
Cc1ccc(N(CC(=O)Nc2cccc(C)c2)S(=O)(=O)c2cccc3nonc23)cc1,91,20
CC(C)c1ccc(C2/C(=C(\O)c3ccccc3)C(=O)C(=O)N2Cc2cccnc2)cc1 (stereo not given),nt,5
O=[N+]([O-])c1ccc(N2CCNCC2)cc1Sc1cccc2cccnc12,nt,-7
COc1ccc(OC)c(NC(=S)NC(NC(=O)c2cc(OC)c(OC)c(OC)c2)C(Cl)(Cl)Cl)c1 (stereo not given),nt,8
COC(=O)c1ccc(Cn2cnc3ccccc3c2=O)cc1,nt,-7
COc1ccc(Br)cc1/C=N\n1c(C)nnc1C,nt,4
COc1ccc(/C=C/C(=O)c2cccc([N+](=O)[O-])c2)c(OC)c1,nt,-4
C=CCSc1[nH]c(=O)c(C(=O)OCC)cc1C#N,nt,-18
CC1=C(C)CC2C(=O)N(c3ccc(Cl)cc3Cl)C(=O)C2C1 (stereo not given),nt,4
COc1ccc(S(=O)(=O)N(CC(=O)Nc2ccccc2OC)Cc2ccccc2)cc1,nt,0
O=C(O)Cn1cc(/C=N\Nc2ccc([N+](=O)[O-])cn2)c2ccccc21,nt,-5
CSc1ccc(C=NN2CCN(Cc3ccccc3Cl)CC2)cc1,nt,-4
CCOc1ccccc1N(CC(=O)NC(C)(C)C)C(=O)Cn1nnc(-c2ccc(C)o2)n1,96,-6
O=C(Nc1nnc(CC(=O)N2CCOCC2)s1)c1cccs1,127,3
CC1=C(C(=O)Nc2ccc(Br)cc2)C(c2ccccc2F)NC(=S)N1 (stereo not given),nt,-4
COC(=O)c1ccccc1NS(=O)(=O)c1c(C)cc(C)cc1C,nt,-13
CCCCCc1ccc(/C(C)=N/Nc2nc(C)cc(=O)[nH]2)cc1,nt,-1
CCC(c1nnnn1CCc1ccccc1)N(Cc1ccco1)Cc1cc2cccc(C)c2[nH]c1=O (stereo not given),60,9
C=CCOc1cccc(C2/C(=C(\O)c3ccc(F)cc3)C(=O)C(=O)N2CCN(C)C)c1 (stereo not given),111,0
Cc1ccc(CNc2ncc(-c3ccc4c(c3)OCO4)n2C)cc1,105,-9
O=C(NCC1CCCCN1)c1cc(OCC(F)(F)F)ccc1OCC(F)(F)F (stereo not given),145&95,-7
CC(=O)NC1=NN(C(C)=O)C(C)(c2cccc([N+](=O)[O-])c2)S1 (stereo not given),nt,7
COc1ccc(NC(=O)c2cc(Cl)ccc2OC)c([N+](=O)[O-])c1,nt,0
O=C(C1CC1(c1ccccc1)c1ccccc1)N1CCOCC1 (stereo not given),126,-3
CCC(C)(C(=O)NC1CCCCC1)N(Cc1ccco1)C(=O)c1cnccn1 (stereo not given),102,3
O=C(Nc1ncccn1)c1sc2ccccc2c1Cl,nt,-8
COc1ccc(CCNC(=O)C2CCN(S(=O)(=O)N3CC(C)CC(C)C3)CC2)cc1OC (stereo not given),89,5
O=[n+]1c2c(n([O-])c3cc(F)c(F)cc31)CCCC2,72,2
Cc1nc(-n2cc(F)c(=O)[nH]c2=O)c2nc(C)oc2n1,102,5
CC1(C)CC(=O)C(C=NC2CCCCC2)=C(O)C1,98,3
O=C1C2C3C=CC(C2C(=O)N1Cc1cccnc1)C1C(=O)N(Cc2cccnc2)C(=O)C31 (stereo not given),nt,-3
COc1cccc(-c2cc(C(=O)Nc3ccccc3SC)no2)c1,85,-8
CCOc1ccc(NC(=O)CN(C)CC(=O)Nc2ccccc2C#N)cc1OCC,107,13
CC1=C(C(=O)OC2CCCC2)C2(O)C(=O)c3ccccc3C2(O)N1 (stereo not given),158,nt
O=C(Nc1ccc(N2CCN(C(=O)c3ccco3)CC2)c(Cl)c1)c1cc2ccccc2o1,nt,1
CCOc1ccc(S(=O)(=O)NNc2ccccc2)cc1,nt,-5
Cc1nc2c(c(N3CCOCC3)n1)OCC(=O)N2,84,6
O=C(Nc1ccc2c(c1)OCO2)c1ccccc1SCC(=O)N1CCCC1,109,1
COC(=O)CN1C(=O)C2(C(C#N)=C(N)Oc3cc(C)oc(=O)c32)c2ccccc21 (stereo not given),108,4
CC(=O)C1C(c2ccc(F)cc2)c2c(noc2C)CC1(C)O (stereo not given),128,nt
CC(=O)Nc1ccc(NC(=O)CN(c2ccc(C)cc2)S(C)(=O)=O)cc1,nt,12
COc1ccc(Cl)cc1NC(=O)CN(C(=O)c1ccco1)C1CCCCC1,114,2

# 25 consecutive compounds from above:
SMILES,BAP1 block,HePTP inhibitor
CC1=C(C(=O)Nc2ccc(Br)cc2)C(c2ccccc2F)NC(=S)N1 (stereo not given),nt,-4
COC(=O)c1ccccc1NS(=O)(=O)c1c(C)cc(C)cc1C,nt,-13
CCCCCc1ccc(/C(C)=N/Nc2nc(C)cc(=O)[nH]2)cc1,nt,-1
CCC(c1nnnn1CCc1ccccc1)N(Cc1ccco1)Cc1cc2cccc(C)c2[nH]c1=O (stereo not given),60,9
C=CCOc1cccc(C2/C(=C(\O)c3ccc(F)cc3)C(=O)C(=O)N2CCN(C)C)c1 (stereo not given),111,0
Cc1ccc(CNc2ncc(-c3ccc4c(c3)OCO4)n2C)cc1,105,-9
O=C(NCC1CCCCN1)c1cc(OCC(F)(F)F)ccc1OCC(F)(F)F (stereo not given),145&95,-7
CC(=O)NC1=NN(C(C)=O)C(C)(c2cccc([N+](=O)[O-])c2)S1 (stereo not given),nt,7
COc1ccc(NC(=O)c2cc(Cl)ccc2OC)c([N+](=O)[O-])c1,nt,0
O=C(C1CC1(c1ccccc1)c1ccccc1)N1CCOCC1 (stereo not given),126,-3
CCC(C)(C(=O)NC1CCCCC1)N(Cc1ccco1)C(=O)c1cnccn1 (stereo not given),102,3
O=C(Nc1ncccn1)c1sc2ccccc2c1Cl,nt,-8
COc1ccc(CCNC(=O)C2CCN(S(=O)(=O)N3CC(C)CC(C)C3)CC2)cc1OC (stereo not given),89,5
O=[n+]1c2c(n([O-])c3cc(F)c(F)cc31)CCCC2,72,2
Cc1nc(-n2cc(F)c(=O)[nH]c2=O)c2nc(C)oc2n1,102,5
CC1(C)CC(=O)C(C=NC2CCCCC2)=C(O)C1,98,3
O=C1C2C3C=CC(C2C(=O)N1Cc1cccnc1)C1C(=O)N(Cc2cccnc2)C(=O)C31 (stereo not given),nt,-3
COc1cccc(-c2cc(C(=O)Nc3ccccc3SC)no2)c1,85,-8
CCOc1ccc(NC(=O)CN(C)CC(=O)Nc2ccccc2C#N)cc1OCC,107,13
CC1=C(C(=O)OC2CCCC2)C2(O)C(=O)c3ccccc3C2(O)N1 (stereo not given),158,nt
O=C(Nc1ccc(N2CCN(C(=O)c3ccco3)CC2)c(Cl)c1)c1cc2ccccc2o1,nt,1
CCOc1ccc(S(=O)(=O)NNc2ccccc2)cc1,nt,-5
Cc1nc2c(c(N3CCOCC3)n1)OCC(=O)N2,84,6
O=C(Nc1ccc2c(c1)OCO2)c1ccccc1SCC(=O)N1CCCC1,109,1
COC(=O)CN1C(=O)C2(C(C#N)=C(N)Oc3cc(C)oc(=O)c32)c2ccccc21 (stereo not given),108,4

# Continued:
SMILES,BAP1 block,HePTP inhibitor
COc1ccc(CCNC(=O)CN(Cc2ccccc2)S(=O)(=O)c2ccc(OC)c(OC)c2)cc1,nt,-2
CCCN(CCC)CCNC(=O)c1cc2c(C)nc3ccccc3c2o1,120,-5
Cn1c(CSc2nnc(SCc3ccccc3)s2)nc2ccccc21,93,9
O=C(N/N=C/c1cccc(Cl)c1)C(O)(c1ccccc1)c1ccccc1,nt,10
CCCCNC(=S)Nc1ccc(Cl)cc1Cl,nt,-1
Cc1cc2c(cc1C)CN(c1cccc(C(=O)N/N=C/c3ccc(O)c(O)c3)c1)C2,nt,6
O=C1c2ccccc2C(=O)N1CCCC(=O)N1CCCc2ccccc21,87,7
COc1cccc(NC(=O)c2nnn(Cc3ccc(Br)cc3F)c2N)c1,105,15
Cc1ccc(-n2nc3ccc(NC(=O)c4ccc([N+](=O)[O-])cc4Cl)cc3n2)cc1Cl,57,nt
